Bioassay records deposited in PubChem BioAssay by National Center for Advancing Translational Sciences (NCATS).
Hsp90 Hop PPI – changes Hsp90-Hop TPR2A binding signal, up or down; actives 0.44% (n = 71,000); AID 595; AlphaScreen TPR2A-His6 binding biotin-Hsp90 C-terminal peptide; Potency, µM (series often up to 57 µM), inactives show top-dose activity change, negative = inhibition; active = well fitted curve in either direction with a large enough effect; inconclusive = small, poorly fitted or top-dose-only effect, or another doubt; also: potency is read from the fitted curve at half-maximal effect; % is scaled to controls: 0 for no effect and ±100 for the full control effect; many of its hits are not listed in these tables
BRCT inh green – blocks human BRCA1 BRCT binding to phosphopeptide, green readout. P38398. BRCA1 BRCT-phosphopeptide binding, green fluorescence polarization. Potency, µM (titrated, usually from 76.9 µM), inactives show at the highest dose activity change, negative = inhibition, hits mostly inhibitors. actives 0.05% (n = 75,000);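 also: potency is read from the fitted curve at half-maximal effect; plate controls were peptide without protein for full effect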
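Compounds were incubated for 12 min at room temperature with a complex of 100 nM fluorescein-tagged pBACH1 decapeptide and 250 nM His-tagged BRCT protein. Buffer was phosphate pH 7.3 with EDTA, DTT and Tween 20. Disruption of binding lowers the polarization signal.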
15-hLO inh – inhibitors of human 15-lipoxygenase (ALOX15). Potency, µM (series often up to 57.1 µM), inactives show at the highest dose activity change, negative = inhibition, usual class: inhibitors. actives 1.4% (n = 74,000). purified 15hLO-1, xylenol orange hydroperoxide absorbance. P16050; also: potency is read from the fitted curve at half-maximal effect; % is scaled to controls: 0 for no effect and ±100 for the full control effect; nearly all actives have a fitted effect of over 55% in size
Target sequence (P16050 whole entry, looked up): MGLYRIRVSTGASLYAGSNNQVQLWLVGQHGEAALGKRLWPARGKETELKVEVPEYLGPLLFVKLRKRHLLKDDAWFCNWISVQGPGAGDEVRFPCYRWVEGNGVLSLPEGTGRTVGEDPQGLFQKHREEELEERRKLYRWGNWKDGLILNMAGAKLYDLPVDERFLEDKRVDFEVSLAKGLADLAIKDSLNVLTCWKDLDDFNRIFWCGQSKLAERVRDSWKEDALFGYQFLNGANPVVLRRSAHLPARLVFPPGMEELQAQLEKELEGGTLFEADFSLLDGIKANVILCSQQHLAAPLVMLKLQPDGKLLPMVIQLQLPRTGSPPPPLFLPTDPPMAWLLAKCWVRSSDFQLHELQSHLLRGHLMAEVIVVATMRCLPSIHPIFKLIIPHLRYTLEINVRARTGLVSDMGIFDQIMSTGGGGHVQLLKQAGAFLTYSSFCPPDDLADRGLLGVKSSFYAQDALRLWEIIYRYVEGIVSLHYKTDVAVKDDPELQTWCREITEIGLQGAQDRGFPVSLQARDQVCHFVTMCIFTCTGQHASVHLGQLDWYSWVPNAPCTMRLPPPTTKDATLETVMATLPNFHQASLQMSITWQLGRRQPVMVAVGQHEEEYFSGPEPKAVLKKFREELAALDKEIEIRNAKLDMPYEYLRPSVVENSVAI
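Hydroperoxide formed from arachidonic acid (50 uM) by purified human 15hLO-1 (40 nM) oxidizes ferrous iron, and the ferric-xylenol orange complex is read at 573 versus 405 nm. Compounds were preincubated 15 min; reaction ran 6 min at room temperature.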
HBB splicing – hemoglobin beta splicing modulation. actives 0.06% (n = 65,000). HBB splicing reporter cell assay, activation; EGFP reporter with mutant IVS2-654 intron; response scale: normalised to 500 nM splice-correcting PNA. Potency, µM (titrated, usually from 46.1 µM), without a hit: top-dose activation, usual class: activators; also: potency is read from the fitted curve at half-maximal effect; 0% is about no effect
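Compounds were applied for 2 days to HeLa EGFP-654 cells, 500/well in Optimem with 2% FCS. The reporter's EGFP is disrupted by mis-splicing of beta-globin intron IVS2-654. Readout: summed well GFP fluorescence from 488 nm laser scanning; reference was 500 nM antisense […] 654 PNA.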
GFP derepression – derepresses silenced GFP locus in mouse C127i cells | mouse C127i GFP locus derepression, cytometry, 30 h | Potency, µM (titrated, usually from 46.1 µM), without a hit: at the highest dose GFP derepression (activation) | actives 0.09% (n = 68,000) | AID 597; also: % of control where 0% means no effect
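Derepression screen: silenced CMV-GFP reporter in murine C127i cells, 30 h compound incubation at 37 C, washed cells imaged by laser-scanning cytometer to enumerate GFP-expressing objects of 20 to 120 um.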
CRE Fsk mod – CRE-bla signaling modulation under forskolin stimulation; AID 662; CHO CRE-bla reporter (cAMP response element driving beta-lactamase), forskolin EC10, beta-lactamase ratio; actives 2.5% (n = 71,000); Potency, µM (doses to about 38.2 µM), without a hit: at the highest dose activity change, negative = inhibition, most hits filed as activators; active = well fitted activation curve with a large enough effect in the signal ratio, with a control signal flat, not every such curve was filed as active; inconclusive = small, poorly fitted or top-dose-only effect, or effect the other way, or a change in a side signal; the % refers to the signal ratio; also: potency is read from the fitted curve at half-maximal effect; % of control where 0% means no effect
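Cells were plated overnight at 37 °C, exposed to compound titrations plus EC10 NKH 477 for 3 h, then given CCF4 dye for 2 h at room temperature. Blue/green (460/530 nm) ratio was converted to %Activity and AC50 values calculated.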
HADH2 inhib – blocks human hydroxyacyl-CoA dehydrogenase type II; Q99714; recombinant HADH2, NADH fluorescence, beta-hydroxybutyryl-CoA; Potency, µM (series often up to 57.1 µM), for inactives: top-dose activity change, negative = inhibition, actives largely listed as inhibitors; actives 3.4% (n = 73,000); also: potency is read from the fitted curve at half-maximal effect; % is scaled to controls: 0 for no effect and ±100 for the full control effect; nearly all actives have a fitted effect of over 60% in size; many of its hits are not listed in these tables
Target sequence (Q99714 whole entry, looked up, one chain of several): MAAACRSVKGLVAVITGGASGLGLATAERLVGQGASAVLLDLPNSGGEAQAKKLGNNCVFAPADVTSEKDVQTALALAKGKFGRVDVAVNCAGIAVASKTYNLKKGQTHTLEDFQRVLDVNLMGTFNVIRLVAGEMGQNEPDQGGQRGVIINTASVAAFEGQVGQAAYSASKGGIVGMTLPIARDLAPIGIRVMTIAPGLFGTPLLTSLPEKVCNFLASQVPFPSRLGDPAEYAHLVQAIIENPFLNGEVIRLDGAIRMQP
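Read-out: 360 nm excitation, 450 nm emission, kinetic over 4 min. Conditions: His-tagged human HADH2 20 nM, pH 9.0 Tris with Tween-20, 1 mM NAD+, 90 uM beta-hydroxybutyryl-CoA.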
UbGFP stabilizer – proteasome inhibitors stabilizing ubiquitin-GFP reporter; Ubiquitin-GFP reporter cells, proteasome inhibition, GFP fluorescence; response scale: untreated = 0%, 10 µM MG-132 = 100%; 67,000 tested, under 10 active; Potency, µM (doses to about 45.9 µM), for inactives: at the highest dose activation (GFP accumulation), usual class: activators; AID 526; active = well fitted activation curve with a large enough effect, not every such curve was filed as active; inconclusive = small, poorly fitted or top-dose-only effect, or another doubt; inactive = no such curve, though single readings can be large or run the other way; also: potency is read from the fitted curve at half-maximal effect
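U2OS cells expressing ubiquitin(G76V)-GFP, seeded overnight in 0.5% FBS medium, then treated 4 hr at 37 C across 46 uM to 2.9 nM. GFP-positive cells counted by laser cytometry (488 ex/515 em); %activity scaled between basal and 10 uM MG-132.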
USP2a inhib – USP2a (human) protease inhibition. O75604. USP2a enzymatic assay, qHTS inhibition. Potency, µM (highest dose often 38.3 µM), for the others: at the highest dose activity change, negative = inhibition, usual class: inhibitors. actives 0.1% (n = 60,000). AID 927;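 also: potency is read from the fitted curve at half-maximal effect; nearly all actives have a fitted effect of over 60% in size; plate controls were DMSO for no effect and NEM full inhibition control for full effect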
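USP2 core (20 nM final) was preincubated with compound for 30 min at RT in 20 mM Tris-HCl pH 8.0, 2 mM CaCl2, 2 mM beta-mercaptoethanol; Ub-PLA2 (20 nM) plus NBD C6-HPC (20 uM) then added, fluorescence read after 2.5 h.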
BRCT inh red – disrupts BRCA1 BRCT binding to phosphoprotein, red fluorophore readout | actives 0.03% (n = 75,000) | BRCT-phosphopeptide binding, red fluorescence polarization | P38398 | Potency, µM (doses to about 76.9 µM), for inactives: top-dose activity change, negative = inhibition, most hits filed as inhibitors; also: % is scaled to controls: 0 for no effect and ±100 for the full control effect
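Rhodamine-labelled pBACH1 10-mer (100 nM) bound to BRCT domain (100 nM) at pH 7.3; compounds incubated 12 min room temperature, polarization read. Free peptide defines full inhibition; unlabelled decapeptide titrated as control.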
Pol III holo inh – DNA polymerase III holoenzyme inhibition; actives 0.25% (n = 71,000); AID 603; reconstituted DNA polymerase III holoenzyme replication, biochemical; Potency, µM (doses to about 57.1 µM), inactives show at the highest dose activity change, negative = inhibition; also: potency is read from the fitted curve at half-maximal effect; % is scaled to controls: 0 for no effect and ±100 for the full control effect
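Reconstituted *E. coli* holoenzyme (0.35 nM Pol III, 1 nM beta, 154 nM SSB, 2 nM primase) was preincubated with compound for 15 min at RT. Synthesis on 1.4 nM ssM13Gori ran 35 min, then was stopped with PicoGreen/EDTA and read as dsDNA fluorescence.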
The depositor's hits bear a star; ? = inconclusive; / = not tested or not shown; [ ] = dose if it differs, or a comment. Unless noted, calls follow the shape of the dose curve; as a rule, active = well fitted curve in the direction sought with a large enough effect; inconclusive = small, poorly fitted or top-dose-only effect, or another doubt; inactive = no such curve, though single readings can be large; an effect the other way counts as inactive or inconclusive. Only part of the results is shown. The share of hits here may be higher or lower than overall.

Second line of a record: Hsp90 Hop PPI | BRCT inh green | 15-hLO inh | HBB splicing | GFP derepression | CRE Fsk mod | HADH2 inhib | UbGFP stabilizer | USP2a inhib | BRCT inh red | Pol III holo inh
[1] COCCN1C(=O)c2ccccc2C(C(=O)N2CCN(c3ccccn3)CC2)C1c1ccc(F)cc1 (configuration not stated)
→ -4% | -1.3% | 9% | -2.5% | -1% | -6% | 1% | 2% | 16% | 0.4% | -4%
[2] Cc1cc(C(=O)NCCCN2CCCC2=O)no1
→ -4% | -1.5% | -5% | 1.5% | 0% | 7% | -2% | -3% | 6% | -2.4% | -9%
[3] COC(=O)CCCCCN1C(=O)NC(CC2CC2)C(C(=O)OCc2ccccc2)=C1C (configuration not stated)
→ -2% | -1.3% | -19% | -1.8% | / | 3% | 0% | / | / | -1.0% | 1%
[4] Cc1cc(C)nc(N(C#N)CC(=O)N2CCC(C(N)=O)CC2)n1
→ -4% | -0.5% | -1% | -0.8% | 0% | -1% | 2% | -3% | -3% | -0.7% | -8%
[5] CCOC(=O)c1cnc2nc(C)[nH]n2c1=O
→ -6% | -1.5% | -3% | 1.0% | 1% | ? | 2% | 18% | -1% | -1.0% | -5%
[6] COc1ccc(C)cc1S(=O)(=O)N(C)CC(N)=O
→ -1% | 0.2% | 7% | -0.8% | -3% | -5% | 8% | -6% | 3% | 1.0% | -2%
[7] COc1ccc(-c2noc(C3CCCN(S(=O)(=O)c4cccc(Cl)c4C)C3)n2)cc1OC (configuration not stated)
→ 9% | -0.7% | 5% | 5.4%[1.84 µM] | 2% | 18% | 8% | -10% | 6% | -0.9% | 2%
[8] CC(C)(C)S(=O)(=O)c1ccccc1C(=O)O
→ 2% | -0.7% | -2% | / | -1% | ? | -15% | -3% | 1% | -1.2% | -4%
[9] COc1cccc(NC(=O)CSc2nc3c(c(-c4ccco4)c2C#N)CCCC3)c1
→ -2% | 0.7% | 4% | -1.2% | -3% | 5% | 8% | 2% | 10% | -0.3% | -8%
[10] CCOC(=O)C1CCN(S(=O)(=O)Cc2ccccc2)CC1
→ 0% | -0.8% | 4% | 0.6% | 0% | 0% | 4% | 3% | 3% | 1.0% | -1%
[11] CCOc1ccc(C(C)=O)cc1N1C(=O)C2C3C=CC(O3)C2C1=O (configuration not stated)
→ -4% | -0.2% | -5% | -3.1% | 4% | ? | -10% | -13% | -5% | 0.0% | -6%
[12] Cc1ccc2oc(=O)c3cc(C(=O)NCc4ccco4)sc3c2c1
→ -3%[2.3 µM] | -4.4% | -15% | -0.6% | / | ? | 2% | -9% | / | 1.0% | -4%
[13] CC(C)=CCC/C(C)=C/CO/N=C1/C[C@@H](O)[C@@H](O)[C@@H]2[C@@H]3C(=O)N([C@@H](C)c4ccccc4)C(=O)[C@H]3CC[C@@H]12
→ / | -2.2%[15.4 µM] | -7%[11.4 µM] | -0.6%[9.22 µM] | / | / | 9%[11.4 µM] | / | / | 0.4%[15.4 µM] | /
[14] CCOC(=O)N/N=C1/C[C@@H](O)[C@@H](O)[C@@H]2[C@H]3C(=O)N(c4ccc(F)cc4F)C(=O)[C@@H]3CC[C@H]12
→ / | 0.5%[15.4 µM] | 8%[11.4 µM] | 3.0%[9.22 µM] | / | / | -7%[11.4 µM] | / | / | 1.3%[15.4 µM] | /
[15] Cc1cc(C(=O)NCc2cccs2)cs1
→ -4% | -0.9% | -2% | 2.1% | 2% | 0% | -4% | -5% | 0% | 0.3% | 1%
[16] CCC(C)NC(=O)C1CCN(C(=O)N(C)C)CC1 (configuration not stated)
→ -2% | -2.2% | 1% | 0.9%[57.5 µM] | 2% | ? | 3% | -1% | -5% | 0.6% | -3%
[17] COc1ccc(C(=O)Nc2ccc3oc(-c4cccc(F)c4)nc3c2)cc1OC
→ -3% | -0.7% | 8% | 0.1% | 5% | 10% | 14% | -9% | / | 0.6% | -5%
[18] CCc1cc2c(nc1CC)CCN(CC/C(C)=N/OC[C@@H](O)[C@@H]1O[C@@H]3OC(C)(C)O[C@@H]3[C@H]1O)C2
→ / | 0.8%[15.4 µM] | -12%[11.4 µM] | 3.0%[9.22 µM] | / | / | 5%[11.4 µM] | / | / | 0.0%[15.4 µM] | /
[19] O=C(CN(Cc1ccco1)C(=O)Cn1nnc(-c2ccc(F)cc2)n1)NC1CCCC1
→ -1% | -0.5% | 6% | / | 0% | -13% | 4% | 4% | 58%[activator] | -1.8% | -2%
[20] Cc1oc(C(=O)O)cc1COc1ccc2c(C)cc(=O)oc2c1
→ -3% | -3.1% | -1% | 1.3% | -3% | -4% | ? | -4% | -5% | -1.8% | -8%
[21] CC1CC(C)CN(CCCNC(=O)C2CCC(=O)N2C2CCCC2)C1 (configuration not stated)
→ 0% | -1.4% | 4% | -0.5% | -3% | 9% | 2% | 13% | 9% | 0.5% | -1%
[22] CCN(CCCNC(=O)CCNC(=O)Cn1ccc2ccccc2c1=O)c1ccccc1
→ ? | -2.1% | -16% | -0.1% | -3% | 7% | 5% | 13% | -25% | -0.4% | -8%
[23] O=C(COc1ccccc1)NC1CCN(Cc2ccccc2)CC1
→ -7% | 0.9% | 0% | -0.1% | -3% | ? | -2% | 3% | 16% | -0.5% | -11%
[24] Cc1nc(N2CCN(Cc3ccccc3)CC2)nc2c1C(=O)CC(c1ccco1)C2 (configuration not stated)
→ 1% | 0.1% | -10% | -0.8%[57.5 µM] | 3% | ? | -2% | 3% | 33%[activator] | -2.2% | 3%
[25] Cc1c(NC(=O)CSc2nc3ccccc3[nH]2)c(=O)n(-c2ccccc2)n1C
→ -1% | -1.8% | 2% | 0.0%[9.22 µM] | 4% | -13% | -12% | 0% | -3% | 0.2% | -2%
[26] CCOc1ccc(OCC)c(NC(=O)C2CCCN(S(=O)(=O)c3c(C)n[nH]c3C)C2)c1 (configuration not stated)
→ -5%[2.3 µM] | -2.7% | -15% | -1.0% | / | 7% | 4% | -7% | / | 1.6% | 2%
[27] CCN(CC)CCNC(=O)C1CCC(=O)N1CCc1ccccc1 (configuration not stated)
→ -24% | -0.4% | -3% | -1.6% | 0% | ? | 9% | -5% | 4% | -0.7% | -2%
[28] O=S(=O)(c1ccc2c(c1)OCCO2)N1CCC(O)(c2ccc(Cl)cc2)CC1
→ -1% | -2.3% | 1% | / | -3% | 1% | 3% | 1% | -3% | -1.5% | -1%
[29] Cc1ccc2oc(NC(=O)N3CCOCC3)cc(=O)c2c1
→ 3% | -0.7% | -6% | -1.7% | -1% | 0.32µM* | -8% | 3% | -7% | 1.5% | 9%
[30] O=C(CCNS(=O)(=O)c1cccc2nonc12)NC1CCCc2ccccc21 (configuration not stated)
→ 7% | 0.5% | -2% | -0.5% | -2% | -17% | -6% | 10% | 6% | -1.5% | 1%
[31] COc1ccccc1CN1CC[C@@]2(CCCN(C(=O)c3cnccn3)C2)C1
→ -4% | -2.6% | -6% | 3.7% | 2%[9.22 µM] | -2% | 7% | -7% | 15% | -0.3% | 0%
[32] CC(C)=CC(=O)Nc1ccc2c(c1)OCO2
→ -3% | -1.7% | 3% | -0.9% | 3% | -6% | -5% | 5% | 3% | 1.1% | 0%
[33] CC(=O)NC(CCS(C)(=O)=O)C(=O)Nc1cccc(Cl)c1Cl (configuration not stated)
→ -3% | -1.0% | 1% | 0.6% | / | -3% | 1% | 13% | / | -1.0% | -6%
[34] CC(C)(C)n1nnnc1CN1C2CCC1CC(NC(=O)Nc1ccccc1)C2 (configuration not stated)
→ 2% | -3.4% | -1% | -0.1%[57.5 µM] | 4% | -14% | 10% | 2% | 1% | -1.4% | -2%
[35] CON(C)c1nc(OCCNC(=O)COc2ccc(Cl)cc2C)nc(N(C)C)n1
→ 1% | -0.6% | 8% | 0.7% | -2% | ? | 0% | -2% | 24% | -0.4% | -1%
[36] O=C(O)Cn1c(-c2ccccc2)nc2ccccc21
→ -1% | -2.4% | -11% | 2.0% | 3% | -4% | -8% | 19% | -9% | -0.4% | -10%
